Screens as filed in PubChem.
TRPC6 inhibitor = mouse TRPC6 channel inhibition | Q61143 | HEK293-TRPC6, membrane potential dye, ACh-evoked depolarization; hits give low values | 310,000 compounds, 1.1% hits | B-score at 10 µM;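 active = B-score under library mean minus 3 SD, initial fluorescence not abnormally high, positive integrated signal ratio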;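 note: B-score derived from integrated fluorescence ratio over the kinetic read; more negative B-score means stronger inhibition of depolarization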
SKKanGAS inh = SKKanGAS growth inhibition; 300,000 compounds, 1.3% hits; inhibition, % at 7.5 µM; AID 1662; S. pyogenes SKKanGAS, kanamycin growth, BacTiter-Glo, 6 h;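 active = mean replicate score, as percent of positive control median, at least 50; inconclusive = mean below 50 but one replicate at or above 50; inactive = mean and every replicate below 50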;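 note: strain carries kanamycin resistance gene driven by streptokinase promoter and grows in 40 µg/ml kanamycin; loss of luminescence reflects streptokinase promoter inhibition or plain growth inhibition; 0% = median of DMSO wells and 100% = positive control at its reference dose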
MrgX1 PAM = human MrgX1 positive allosteric modulation, primary screen. MrgX1-HEK293, Fluo-4 calcium flux, FDSS; hits give high values. 310,000 compounds, 0.63% hits. B-score at 10 µM. Q96LB2;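 active = plate-corrected calcium response at least 3 library SD above typical, normal starting fluorescence, not activating the receptor alone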;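 note: compound read alongside a low EC10 to EC30 dose of BAM8-22 agonist; peak minus trough fluorescence over baseline measured at the second addition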
Target sequence (Q96LB2 whole entry, looked up): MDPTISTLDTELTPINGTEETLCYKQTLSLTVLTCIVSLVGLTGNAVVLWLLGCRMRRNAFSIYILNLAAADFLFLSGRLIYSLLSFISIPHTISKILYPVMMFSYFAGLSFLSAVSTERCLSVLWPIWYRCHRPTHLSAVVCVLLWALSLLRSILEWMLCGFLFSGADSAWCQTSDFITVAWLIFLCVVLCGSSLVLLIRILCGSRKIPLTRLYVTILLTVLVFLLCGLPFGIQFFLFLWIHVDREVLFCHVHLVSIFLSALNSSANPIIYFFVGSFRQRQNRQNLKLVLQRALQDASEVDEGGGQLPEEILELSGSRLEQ
MrgX1 antagonist = antagonists of human MrgX1 receptor; MRGX1-HEK293 calcium flux, Fluo-4, BAM8-22 antagonism; hits give low values; B-score at 10 µM; 310,000 compounds, 1.3% hits; AID 588676;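 active = calcium-response B-score plate-corrected more than 3 library SD below zero, starting fluorescence within 5 deviations, no agonist response on first addition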;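 note: peak minus trough fluorescence over baseline after final BAM8-22 challenge near maximal dose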
ANO1 activ = activators or potentiators of mouse TMEM16A chloride channel | HEK293 TMEM16A/YFP-H148Q/I152L, iodide quench fluorescence; hits give low values | B-score at 10 µM | 340,000 compounds, 0.3% hits;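 active = fluorescence-ratio B-score plate-corrected deviation score at least 3 library SD below zero, with starting fluorescence score within 5 deviations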;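 note: channel opened by trigger with iodide after compound preincubation; score built on the fluorescence ratio of max minus min over baseline; more negative score means more quench and so TMEM16A activation or potentiation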
RGS4 inh = inhibitors of human RGS4; HEK293 M3R/RGS4 inducible, Fluo-4 calcium flux; hits give high values; triggered by carbachol at its EC20; B-score at 10 µM; 310,000 compounds, 0.45% hits; AID 463165;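 active = B-score, a plate-corrected calcium signal, over three deviations above library mean, with baseline fluorescence within five deviations of library mean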;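 note: RGS4 expression induced by doxycycline in cells with stable M3 receptor; B-score is computed from the integrated fluorescence ratio over baseline after carbachol; higher B-score means a larger calcium signal and so more RGS4 inhibition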
Target sequence (P49798 whole entry, looked up): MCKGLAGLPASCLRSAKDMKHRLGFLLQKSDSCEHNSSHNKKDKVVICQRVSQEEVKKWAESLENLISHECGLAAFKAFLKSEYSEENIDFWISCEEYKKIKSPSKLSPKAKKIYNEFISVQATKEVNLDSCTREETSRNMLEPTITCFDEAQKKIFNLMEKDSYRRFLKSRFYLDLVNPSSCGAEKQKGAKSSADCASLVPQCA
ANO1 block = mouse TMEM16A channel inhibition, primary screen; HEK293 TMEM16A/YFP iodide influx fluorescence, ionomycin; 310,000 compounds, 1.2% hits; Q8BHY3; normalized B-score (activity score, 25-100; higher = stronger inhibition) at 10 µM;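 active = ratio plate-corrected score three or more library SD toward inhibition, starting fluorescence score within five deviations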;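 note: score derived from kinetic fluorescence span divided by baseline fluorescence per well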
MrgX1 agonist = agonists of human MrgX1 receptor; MrgX1-HEK293 cells, Fluo-4 calcium fluorescence, agonist mode; hits give high values; B-score at 10 µM; Q96LB2; 310,000 compounds, 0.44% hits;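 active = calcium response B-score plate-corrected fluorescence ratio at least 3 library SD, with starting fluorescence B-score inside 5 SD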
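System – MrgX1-expressing HEK293 cells · Incubation – cells plated overnight, dye loaded 0.5 h 37 °C, 0.5 h room temperature · Technique – kinetic Fluo-4 NW fluorescence of intracellular calcium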
TRPC6 activator = mouse TRPC6 channel activation | AID 2550 | HEK293-TRPC6 membrane potential dye fluorescence; hits give high values | Q61143 | 310,000 compounds, 0.13% hits | B-score at 10 µM;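 active = B-score of the integrated fluorescence ratio above library mean plus 3 SD, and starting fluorescence ratio within library mean plus 5 SD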;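 note: higher score means more depolarization so channel activation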
HDAC3 inhib = inhibitors of human histone deacetylase 3; 320,000 compounds, 0.15% hits; O15379; inhibition, % at 8.3 µM; recombinant HDAC3, fluorogenic peptide/trypsin coupled, fluorescence; in the data active = inhibition above about 26%, passing the limit was not always enough; inconclusive = no clear call, values can overlap the other calls
Target sequence (O15379 whole entry, looked up): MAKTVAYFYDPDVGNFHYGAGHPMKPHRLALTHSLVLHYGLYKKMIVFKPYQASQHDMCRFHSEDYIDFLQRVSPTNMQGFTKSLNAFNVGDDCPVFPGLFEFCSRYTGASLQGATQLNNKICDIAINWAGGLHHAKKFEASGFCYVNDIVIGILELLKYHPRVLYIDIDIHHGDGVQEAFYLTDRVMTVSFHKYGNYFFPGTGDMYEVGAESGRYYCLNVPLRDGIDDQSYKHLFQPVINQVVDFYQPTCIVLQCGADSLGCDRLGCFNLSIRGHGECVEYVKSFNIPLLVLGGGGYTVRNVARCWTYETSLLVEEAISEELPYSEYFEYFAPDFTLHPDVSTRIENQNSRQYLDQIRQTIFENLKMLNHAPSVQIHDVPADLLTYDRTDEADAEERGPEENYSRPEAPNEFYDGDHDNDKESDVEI
RGS4 act = RGS4 potentiation or activation | B-score at 10 µM | HEK293 M3R/inducible RGS4, carbachol calcium flux Fluo4; hits give low values | 310,000 compounds, 0.92% hits;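 active = B-score of the integrated calcium signal more than 4 SD below the library mean, with starting fluorescence not abnormally high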;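 note: negative B-score means reduced calcium response which marks RGS4 activation or potentiation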
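Assay system: Inducible-RGS4 HEK293 cells carrying M3 receptor | Schedule: Compound preincubation 20 min at room temperature before agonist | Signal: Kinetic calcium fluorescence imaging with Fluo4-AM dye, 2 µM | Read-out basis: B score from integrated fluorescence ratio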
Active calls of the source: *; i = inactive; ? = inconclusive; . = no result given.

molecule,MrgX1 PAM,TRPC6 inhibitor,TRPC6 activator,RGS4 inh,SKKanGAS inh,ANO1 block,MrgX1 agonist,HDAC3 inhib,RGS4 act,ANO1 activ,MrgX1 antagonist
C/C(=N\NC(=O)C(c1ccccc1)c1ccccc1)c1ccc(O)cc1,i,i,i,i,0.9,i,i,0.6,i,i,i
Cc1ccccc1C(=O)NCC(=O)OCCOc1ccc(C(C)C)c(C)c1,i,i,i,i,-5.9,i,i,-1.0,i,i,i
C=CCS(=O)(=O)c1cccc2cccnc12,i,i,i,i,2.2,i,i,2.3,i,i,i
COc1cc(C#N)c(N=C(SCC#N)N2CCOCC2)cc1OC,i,i,i,i,3.1,i,i,1.2,i,i,i
CCOC(=O)Cc1csc(NS(=O)(=O)c2ccc3c4c(cccc24)C(=O)N3CC)n1,i,i,i,i,0.7,i,i,-2.1,i,i,i
COc1ccccc1NC(=O)Cn1cnc2sc(C(=O)NCc3ccco3)c(C)c2c1=O,i,i,i,i,-9.3,i,i,0.1,i,i,i
O=C(Nc1cccnc1)c1ccc(Oc2ccccc2)cc1,i,i,i,i,5.7,25*,i,-1.6,i,i,i
CSCCC(NC(=O)c1ccco1)C(=O)N1CCN(Cc2ccccc2)CC1 (stereo not drawn),i,i,i,i,-10.8,i,i,2.4,i,i,i
CC(C)=NOc1nc(N2CCOCC2)nc(N2CCOCC2)n1,i,i,i,i,0.2,i,i,-5.1,i,i,i
O=C(CCN1CCN(C(c2ccccc2)c2ccccc2)CC1)N/N=C/c1ccc(O)cc1O,i,i,i,i,8.5,i,i,14.4,i,i,i
COc1cccc(C(=O)Nc2cccc(OCC(=O)O)c2)c1,i,i,i,i,-0.9,i,i,2.3,i,i,i
Cc1cc(NC(=O)C(C)SCC(=O)OCc2c(Cl)cccc2Cl)no1 (stereo not drawn),i,i,i,i,41.2,i,i,4.0,i,i,i
O=C(CC12CC3CC(CC(C3)C1)C2)N1CCOCC1,i,i,i,i,-5.1,i,i,6.9,i,i,i
CCN(CCCNC(=O)CNC(=O)Cn1cnc2ccccc2c1=O)c1ccccc1,i,.,.,.,.,i,i,7.8,.,i,i
Cc1cc(-c2nc3ccccc3o2)c2ccccc2n1,i,i,i,i,-10.1,i,i,-6.6,i,i,i
CCCC1=C(C(=O)OCC)C(c2cccs2)C(C#N)=C(N)O1 (stereo not drawn),i,i,i,i,-2.7,i,i,5.7,i,i,i
Cc1c(N(C(=O)Nc2ccccc2)C2=NCC(C)S2)c(=O)n(-c2ccccc2)n1C (stereo not drawn),i,i,i,i,10.5,i,i,-6.3,i,i,i
CN(Cc1ccccc1C#N)S(=O)(=O)c1cccs1,i,i,i,i,0.9,i,i,-3.0,i,i,i
O=c1cc(-c2cccnc2)oc2c1ccc1ccccc12,i,i,i,i,-1.9,i,i,-21.5,i,i,i
CCn1cc(S(=O)(=O)Nc2ccc(C)c(Cl)c2)cn1,i,i,i,i,-0.4,i,i,1.5,i,i,i
Cc1ccc(S(=O)(=O)N2CCC(=O)N(C(COCc3cccc(Cl)c3)C(C)C)CC2)cc1 (stereo not drawn),i,i,i,i,1.5,i,i,?,i,i,i
Cc1cccc(NC(=O)c2ccccc2OCC(=O)N2CCOCC2)c1C,i,i,i,i,-13.8,i,i,-7.1,i,i,i
N#CC1=C2SCN(Cc3ccco3)CN2C(=O)CC1c1ccc(Cl)cc1 (stereo not drawn),i,i,i,i,26.0,i,i,11.6,i,i,i
O=C(NN(C(=O)c1ccccc1)c1ccccc1)c1ccccc1,i,i,i,i,8.8,i,i,.,i,i,i
CC(C)(CO)CNC(=O)CCc1nnc(Cc2ccc(-c3ccccc3)cc2)o1,i,i,i,i,9.8,i,i,3.6,i,i,i
O=c1[nH]c2cc(S(=O)(=O)CCO)ccc2o1,i,i,i,i,3.0,i,i,4.2,i,i,i
CCCc1ccc(-c2c(C)sc(N)c2C#N)cc1,i,i,i,i,43.1,i,i,8.8,i,i,i
COc1cccc(CC2(CO)CCN(S(=O)(=O)N(C)C)CC2)c1,i,i,i,i,3.6,i,i,-5.4,i,i,i
NC(=O)c1ccccc1Nc1nc(NCCO)nc(N2CCCC2)n1,i,i,i,i,4.2,i,i,-11.8,i,i,i
COC(=O)c1cccc(NC(=O)/C=C/c2cccc([N+](=O)[O-])c2)c1,i,i,i,i,-0.8,i,i,-3.7,i,i,i
CCCc1[nH]n(-c2ccc([N+](=O)[O-])cc2)c(=O)c1C=NCCc1ccc(OC)c(OC)c1,i,i,i,i,2.2,i,i,-1.7,i,i,i
COc1cc(CCC(=O)OCC(=O)Nc2ccccc2OC(F)F)cc(OC)c1OC,i,i,i,i,0.2,i,i,4.3,i,i,i
CCC1(C)C(Nc2c(C)cccc2C)=NC(=S)N1c1ccc(NC(C)=O)cc1 (stereo not drawn),i,i,i,i,1.7,i,i,.,i,i,i
CSCCC(NC(=O)C12CC3CC(CC(C3)C1)C2)C(=O)OCC(=O)c1ccccc1 (stereo not drawn),i,i,i,i,-1.5,i,i,-1.5,i,i,i
O=C(CCC(=O)N1CCN(C(=O)c2ccco2)CC1)c1ccc(F)cc1,i,i,i,i,-8.1,i,i,-1.6,i,i,i
Clc1ccccc1Cn1nnc2c(N3CCCC3)ncnc21,i,i,i,i,-0.5,i,i,-2.1,i,i,i
C=CCn1c(C)cc(-c2csc(N)n2)c1C,i,i,i,i,5.4,i,i,-7.0,i,i,i
Cc1ccc(NC(=O)CS(=O)CC(=O)Nc2ccc3c(c2)OCO3)cc1Cl (stereo not drawn),i,i,i,i,-0.9,i,i,1.6,i,i,i
CCN(C(=O)COC(=O)c1cc(-c2ccccc2)nc2ccc(Br)cc12)C1CCS(=O)(=O)C1 (stereo not drawn),i,i,i,i,0.5,i,i,1.7,i,i,i
CN1C[C@@H]2C(c3ccc(Cl)nc3)C3(c4cccnc4)CC2(C3)[C@H]1c1ccccc1 (stereo partly drawn),i,i,i,i,3.2,i,i,-3.2,i,i,i
Oc1ccc(-c2cccc(-c3ccc(O)cc3)n2)cc1,i,i,i,i,4.9,i,i,0.2,i,i,i
O=C(CC1C(=O)NCCN1Cc1cccc(Oc2ccccc2)c1)NCCCn1cccn1 (stereo not drawn),i,i,i,i,-2.3,i,i,-0.2,i,i,i
COc1ccc(S(=O)(=O)NC(CCSC)C(=O)NC2CCCCC2)cc1 (stereo not drawn),i,i,i,5.15*,1.2,i,i,-15.0,i,i,i
COc1ccc(Cl)cc1NC(=S)Nc1cccc(C)c1,i,i,i,i,1.3,i,i,-3.4,i,i,i
COc1cccc(NC(=O)CCCCCN2C(=O)[C@@H]3Cc4ccccc4CN3C2=O)c1,i,i,i,i,-4.6,i,i,-2.5,i,i,i
COC(=O)c1ccccc1NC(=O)Cn1cnc2c1c(=O)n(C)c(=O)n2C,i,i,i,i,-14.3,i,i,.,i,i,i
O=C(Cn1cc(C(=O)C2CC2)c2ccccc21)Nc1ccccc1Cl,i,i,i,i,0.4,i,i,-7.4,i,i,i
CCCc1ccc(OCCNC(=O)c2ccccc2Br)cc1,i,i,i,i,-9.9,i,i,-2.1,i,i,i
O=C(c1cnc2nc3ccccc3n2c1)c1cc(F)ccc1O,i,i,i,i,5.9,i,i,-7.7,i,i,i
CCC(C)NC(=O)c1n[nH]c(=O)c2ccccc12 (stereo not drawn),i,i,i,i,1.0,i,i,-3.5,i,i,i
COc1cccc(C2C3CN(C)CC=C3C(C#N)=C(N)C2(C#N)C#N)c1OC (stereo not drawn),i,i,i,i,-1.0,i,i,1.1,-7.97*,i,i
O=C(CCc1nnc(Cc2ccc3c(c2)OCO3)o1)N(CC1CCC1)CC1CCCO1 (stereo not drawn),i,i,i,i,8.5,i,i,-1.6,i,i,i
CC1CCN(C(=O)CCN2C(=O)/C(=C/c3cccs3)SC2=S)CC1,i,i,i,i,8.9,i,i,4.9,i,i,i
C=C(C)n1c(=O)[nH]c2ccccc21,i,i,i,i,1.1,i,i,2.0,i,i,i
CN(C)CCCNc1ncnc2sc(-c3ccccc3)cc12,i,i,i,i,6.5,i,i,.,i,i,i
CCN(CC)CCN(Cc1cc2cc3c(cc2[nH]c1=O)OCCO3)C(=S)NCC(C)C,i,i,i,i,-0.6,i,i,-1.3,i,i,i
CC(C)CNC(=S)N1CCN(C)CC1,i,i,i,i,1.0,i,i,-1.0,i,i,i
CCOC(=O)Cc1csc(NC(=O)CCc2ccccc2)n1,i,i,i,i,-4.5,i,i,2.5,i,i,i
COc1ccc(OC)c(NC(=O)C(CC(=O)O)NCc2ccco2)c1 (stereo not drawn),i,i,i,i,0.6,i,i,5.0,i,i,i
CCCNC(=O)C1CCC(CNS(=O)(=O)c2cccc3nsnc23)CC1 (stereo not drawn),i,i,i,i,-4.4,i,i,.,i,i,i

Further compounds
molecule,MrgX1 PAM,TRPC6 inhibitor,TRPC6 activator,RGS4 inh,SKKanGAS inh,ANO1 block,MrgX1 agonist,HDAC3 inhib,RGS4 act,ANO1 activ,MrgX1 antagonist
CC(=O)C(Sc1nnnn1-c1ccc(O)cc1)c1ccccc1 (stereo not drawn),i,i,i,i,3.4,i,i,3.2,i,i,i
N#Cc1c(SCC(N)=O)nc(-c2ccccc2)c2c1CCCC2,i,i,i,i,1.6,i,i,-2.1,i,i,i
CCN(CC)C(=O)CSc1nnc(-c2ccccc2)c(-c2ccccc2)n1,i,i,i,i,23.7,i,i,0.7,i,i,i
Cc1c(CCOC(=O)C23CC4CC(CC(C)(C4)C2)C3)sc[n+]1Cc1ccccc1,i,i,i,i,-1.5,i,i,6.2,i,i,i
COc1ccccc1C(=O)Nc1ccc2c(c1)nc(CCNC(=O)c1ccccc1)n2C,i,i,i,i,19.3,i,i,.,i,i,i
Cc1cccc(-n2c(Cc3cc(=O)[nH]c(=O)[nH]3)nnc2SCC(=O)NCc2ccco2)c1,i,.,.,.,.,i,i,-3.5,.,i,i
Cc1oc(-c2ccccc2Cl)nc1CSc1nc2c(c(=O)[nH]1)CCC2,i,i,i,i,-4.4,i,i,-2.0,i,i,i
